From PubChem BioAssay
Nrf2 ARE act – Nrf2 pathway activation; AREc32 ARE-luciferase reporter (MCF7-derived line), luminescence, 24 h; Potency, µM (titrated, usually from 46.1 µM), without a hit: top-dose activation, hits mostly activators; 410,000 tested, 0.31% active; AID 624171; also: potency is read from the fitted curve at half-maximal effect; % of control where 0% means no effect; nearly all actives have a fitted effect of over 65% in size
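Nrf2 activation is followed as ARE-luciferase induction in the AREc32 line after one day of compound treatment; luminescence is read with Steady-Glo.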
HepG2 viability – counter-screen for TGF-b inhibitors: cytotoxicity in HepG2 cells; HepG2 CAGA-GFP viability, ATP luminescence, 18 h; Potency, µM (series often up to 46.1 µM), for inactives: top-dose activity change, negative = cytotoxicity, usual class: cytotoxic; 410,000 tested, 0.76% active; AID 588856; also: potency is read from the fitted curve at half-maximal effect; some results filed as inactive show a strong effect at the top dose
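CellTiter-Glo luminescence gave cytotoxicity after 18 hours at 37 degrees C. The cells were HepG2 CAGA-GFP in 1% FBS DMEM, stimulated with 500 pg/mL TGF-beta after compound addition. %Activity was normalised to no-cell wells (complete cell-killing) and DMSO (no toxicity), and curves were fitted and classified.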
EPAC2 agonist – EPAC2 (human) agonism; Q8WZA2; EPAC2 activation, biochemical qHTS; response scale: 100% = 6.5 mM cAMP response; Potency, µM (titrated, usually from 154 µM), without a hit: at the top dose activation, usual class: activators; 360,000 tested, 0.079% active; also: potency is read from the fitted curve at half-maximal effect; nearly all actives have a fitted effect of over 50% in size
Target sequence (Q8WZA2 whole entry, looked up): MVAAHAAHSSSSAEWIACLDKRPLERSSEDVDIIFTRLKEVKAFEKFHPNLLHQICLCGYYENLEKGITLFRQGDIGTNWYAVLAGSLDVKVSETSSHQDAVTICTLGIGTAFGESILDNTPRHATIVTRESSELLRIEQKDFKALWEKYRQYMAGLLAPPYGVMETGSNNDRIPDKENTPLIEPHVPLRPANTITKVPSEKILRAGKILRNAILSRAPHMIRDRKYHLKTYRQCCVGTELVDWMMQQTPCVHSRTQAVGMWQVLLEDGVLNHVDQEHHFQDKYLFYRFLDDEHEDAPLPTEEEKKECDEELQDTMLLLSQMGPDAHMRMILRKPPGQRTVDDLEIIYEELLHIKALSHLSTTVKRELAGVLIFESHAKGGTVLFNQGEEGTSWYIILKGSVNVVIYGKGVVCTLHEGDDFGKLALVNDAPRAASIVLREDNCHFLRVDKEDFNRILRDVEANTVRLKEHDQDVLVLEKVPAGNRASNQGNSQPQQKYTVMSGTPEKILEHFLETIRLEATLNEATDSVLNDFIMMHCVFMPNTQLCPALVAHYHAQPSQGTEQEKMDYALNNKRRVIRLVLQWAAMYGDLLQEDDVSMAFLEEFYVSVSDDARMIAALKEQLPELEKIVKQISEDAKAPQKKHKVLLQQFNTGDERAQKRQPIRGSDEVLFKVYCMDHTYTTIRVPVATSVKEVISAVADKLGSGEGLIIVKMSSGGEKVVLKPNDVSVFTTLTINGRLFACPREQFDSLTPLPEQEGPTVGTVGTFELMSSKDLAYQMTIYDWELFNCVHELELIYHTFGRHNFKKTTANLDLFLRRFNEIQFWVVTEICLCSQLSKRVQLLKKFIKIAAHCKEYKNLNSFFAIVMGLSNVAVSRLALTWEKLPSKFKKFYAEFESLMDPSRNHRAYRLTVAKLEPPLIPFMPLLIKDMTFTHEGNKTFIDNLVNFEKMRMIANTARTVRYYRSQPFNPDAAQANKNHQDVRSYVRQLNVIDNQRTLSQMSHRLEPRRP
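EPAC2 (100 nM) mixed with Rap1B loaded with BODIPY-GDP (250 nM) plus 50 uM unlabeled GDP; compounds pinned in, 5 min RT, then read every 5 min for 30 min (ex 480, em 540 nm). Normalized to cAMP control.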
A549 tox – kills or reduces viability of A549 cells in Nrf2 counter-screen; AID 504648; A549 ARE-Fluc cells, CellTiter-Fluor viability, 18-24 h; 390,000 tested, 0.16% active; Potency, µM (highest dose often 46 µM), for the others: at the top dose activity change, negative = cytotoxicity, most hits filed as inhibitors; also: potency is read from the fitted curve at half-maximal effect; % is scaled to controls: 0 for no effect and ±100 for the full control effect
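A549 ARE_Fluc cells in 5% FBS OPTI-MEM were exposed to compounds in concentration-response for 18-24 h at 37 deg C. Viability was read by CellTiter-Fluor fluorescence (Ex 405/Em 525) after 30 min, before the luciferase read.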
Nrf2 block – blocks Nrf2 signaling; 360,000 tested, 2.1% active; Potency, µM (doses to about 46 µM), for the others: at the highest dose activity change, negative = inhibition, usual class: inhibitors; AID 504444; A549 ARE-Fluc reporter, luciferase luminescence, 18-24 h; also: potency is read from the fitted curve at half-maximal effect; % is scaled to controls: 0 for no effect and ±100 for the full control effect; nearly all actives have a fitted effect of over 60% in size
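Nrf2 function is reported as luminescence of an ARE-controlled luciferase in A549 cells. Compounds were tested at several concentrations, and a CellTiter-Fluor read on the same wells flagged cytotoxicity.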
TGFb inhibitor – blocks TGF-b signaling. 410,000 tested, 1.2% active. Potency, µM (highest dose often 46.1 µM), without a hit: at the top dose activity, negative = inhibition, actives largely listed as inhibitors. HepG2 CAGA-GFP TGF-b/SMAD3 reporter, GFP fluorescence, 18 h; TGF-beta stimulated, 500 pg/mL final; also: potency is read from the fitted curve at half-maximal effect; % is scaled to controls: 0 for no effect and ±100 for the full control effect; nearly all actives have a fitted effect of over 65% in size
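HEPG2 CAGA-GFP, 1000 cells/well; 2 h settle, 37 C; cpd via pin tool; TGF-b 500 pg/mL final; 18 h, 37 C; GFP imaging ex488/em500-530; %Activity normalised to -TGF-b and +DMSO controls; CRC fit, curve class.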
IL-2 act – activators of IL-2. IL-2 activation reporter assay, cell-based qHTS; stimulated with anti-CD3/CD4/CD28 beads; in transgenic mouse T cells. 360,000 tested, 0.065% active. activation, % (series mostly up to about 46 µM); in the data active = activation above about 50%; inconclusive = mostly about 30% to 49%; also: 0% is about no effect
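First, unstimulated transgenic mouse T cells were exposed to compound for 60 min. Next, anti-CD3/anti-CD4-coated beads with anti-CD28 were added. Finally, after 18 h at 37 degrees C, EGFP and DsRed were imaged.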
ATXN2 expr inh – ATXN2 expression inhibition; HEK-293 ATXN2-luciferase reporter, luminescence, 24 h; Potency, µM (top dose mostly 57 µM), without a hit: at the highest dose activity change, negative = inhibition, most hits filed as inhibitors; 360,000 tested, 0.72% active; AID 1745845; also: potency is read from the fitted curve at half-maximal effect; % is scaled to controls: 0 for no effect and ±100 for the full control effect; nearly all actives have a fitted effect of over 55% in size
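ATXN2-luciferase reporter cells (luciferase flanked by upstream and downstream ATXN2 gene portions) were treated 24 h at 37 °C with compounds at up to 57 uM. SteadyGlo luminescence gave expression; GF-AFC fluorescence gave viability.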
ATXN viability – viability counter-screen for ATXN expression inhibitors | S2 cells (HEK-293 line with an ATXN2-luciferase reporter) viability, CellTiter-Fluor protease fluorescence, 24 h | Potency, µM (titrated, usually from 56.7 µM), hits mostly cytotoxic | 400,000 tested, 0.49% active | AID 651635; also: potency is read from the fitted curve at half-maximal effect; nearly all actives have a fitted effect of over 40% in size
Starred values were filed as active, the others as inactive; i = inactive; ? = inconclusive; . = no result given. Unless noted, calls follow the shape of the dose curve; as a rule, active = well fitted curve in the direction sought with a large enough effect; inconclusive = small, poorly fitted or top-dose-only effect, or another doubt; inactive = no such curve, though single readings can be large; an effect the other way counts as inactive or inconclusive.

SMILES	Nrf2 ARE act	HepG2 viability	EPAC2 agonist	A549 tox	Nrf2 block	TGFb inhibitor	IL-2 act	ATXN2 expr inh	ATXN viability
COc1ccc(OC)c(-c2cc(C(=O)N3CCN(c4ncccn4)CC3)c3ccccc3n2)c1	4.2%	8%	0%	-18%	-24%	?	-0.5	-1%	i
CC(=O)Nc1ccc(OCC(=O)NC(C)C(C)C)cc1 (stereo not given)	-0.3%	7%	6%	-2%	?	26%	-2.5	7%	i
CN(C(=O)c1ccc(NC(=O)Cc2cccc(NC(=O)C3CCCN(C(=O)CCc4ccccc4)C3)c2)cc1)C1CCCC1 (stereo not given)	4.4%	1%	3%	-15%	15µM*	?	-2.2	-22%	?
O=C(O)C1CCN(S(=O)(=O)c2cccs2)CC1	0.2%	11%	0%	-3%	-9%	-6%	3.2	-7%	i
O=C(c1ccc(Br)s1)N1CCN(S(=O)(=O)c2ccccc2)CC1	-0.3%	6%	0%	-2%	-10%	?	-4.0	-20%	i
COc1ccc(CN(C(C)=O)c2ccccc2C(=O)O)cc1	-0.2%	3%	4%	13%	4%	10%	-3.3	8%	i
COc1ccc(NC(=O)CN2CCN(S(=O)(=O)c3ccc(Cl)cc3)CC2)cc1	0.3%	5%	18%	-5%	-22%	-27%	-0.2	3%	i
N#CCCN(Cc1cccnc1)C(=O)c1sc2cc(F)ccc2c1Cl	3.5%	-14%	-2%	-8%	-25%	?	-4.4	.	?
CCOc1ccc(S(=O)(=O)N2CCCC(C(=O)NCc3ccco3)C2)cc1 (stereo not given)	0.1%	-8%	5%	6%	-10%	-20%	-1.1	7%	i
O=C(CSC1=NCCS1)Nc1ccc(S(=O)(=O)N2CCCCCC2)cc1	0.0%	-14%	13%	-27%	15µM*	17%	-1.3	3%	i
CCOc1ccccc1C(=O)NCc1nc2cccnc2n1Cc1ccc(C)cc1	?	-12%	.	8%	.	-34%	.	.	.
COc1ccc(C2NC(=O)N(C)C3=C2C(=O)N(c2cccc(C(=O)O)c2)C3)cc1 (stereo not given)	0.3%	-1%	.	2%	20%	-3%	.	23%	i
O=C(CCc1nnc(C2CCCCC2)o1)NCc1ccc(F)c(F)c1	-0.6%	21%	-3%	5%	1%	4%	-0.1	.	i
COc1ccccc1CNC(=O)CNCC1CCCO1 (stereo not given)	-0.5%	10%	2%	5%	19%	-3%	-0.7	-7%	i
O=C(O)c1ccc(Cl)c(S(=O)(=O)N(Cc2ccccc2)c2ccccc2)c1	-0.3%	-29%	8%	1%	11%	-12%	-2.7	10%	i
N#Cc1ccc(C(=O)N2CCC3CC2c2cc(N4CCCCC4)ccc23)cc1 (stereo not given)	0.4%	7%	10%	.	.	6%	-4.2	-9%	i
COc1ccc(NC(=O)c2cccc(NC(=O)c3ccco3)c2)c(OC)c1	0.4%	-19%	4%	-1%	?	-2%	-1.7	-4%	i
Cc1nc(N)ncc1-c1ccc2c(c1)OCO2	2.4%	-7%	5%	-9%	?	-18%	-4.0	21%	i
CCOC(=O)[C@]12CCCC=C1N(Cc1ccc(Cl)cc1Cl)C(=O)[C@H](CC(=O)NCCC(C)C)C2	3.8%	.	-9%	.	.	.	-1.1	?	?
CC(C)c1ccc(CC(=O)N2CCC2(C)C(=O)Nc2cccc(C#N)c2)cc1 (stereo not given)	-0.2%	-41%	9%	.	.	-42%	0.3	?	?
CCO[C@@H]1OC(C(=O)NC2CC2)=C[C@H](c2ccccc2)[C@H]1CCCO	0.5%	1%	12%	15%	1%	-12%	0.5	-1%	i
C=CCc1c(C)nc(SCc2nc3ccccc3c(=O)[nH]2)[nH]c1=O	3.4%	5%	16%	-1%	0%	-13%	-0.1	2%	i
COc1ccc(Cc2nc3ccc(C(=O)NC4CCOC4)cc3o2)cc1 (stereo not given)	3.4%	1%	6%	2%	-3%	-8%	-4.1	8%	i
COc1ccc([N+](=O)[O-])c(OC)c1C(=O)NC(=O)Nc1nc(C)cc(C)n1	-0.4%	21%	0%	2%	7%	5%	-1.0	-1%	i

Fetched by structure from above, 2 records:
SMILES	Nrf2 ARE act	HepG2 viability	EPAC2 agonist	A549 tox	Nrf2 block	TGFb inhibitor	IL-2 act	ATXN2 expr inh	ATXN viability
CCO[C@@H]1OC(C(=O)NC2CC2)=C[C@H](c2ccccc2)[C@H]1CCCO	0.5%	1%	12%	15%	1%	-12%	0.5	-1%	i
COc1ccc([N+](=O)[O-])c(OC)c1C(=O)NC(=O)Nc1nc(C)cc(C)n1	-0.4%	21%	0%	2%	7%	5%	-1.0	-1%	i

In another format: entries from further up.
The line under a structure holds: Nrf2 ARE act	HepG2 viability	EPAC2 agonist	A549 tox	Nrf2 block	TGFb inhibitor	IL-2 act	ATXN2 expr inh	ATXN viability
COc1ccc(OC)c(-c2cc(C(=O)N3CCN(c4ncccn4)CC3)c3ccccc3n2)c1
→ 4.2%	8%	0%	-18%	-24%	?	-0.5	-1%	i
CC(=O)Nc1ccc(OCC(=O)NC(C)C(C)C)cc1 (stereo not given)
→ -0.3%	7%	6%	-2%	?	26%	-2.5	7%	i
CN(C(=O)c1ccc(NC(=O)Cc2cccc(NC(=O)C3CCCN(C(=O)CCc4ccccc4)C3)c2)cc1)C1CCCC1 (stereo not given)
→ 4.4%	1%	3%	-15%	15µM*	?	-2.2	-22%	?
O=C(O)C1CCN(S(=O)(=O)c2cccs2)CC1
→ 0.2%	11%	0%	-3%	-9%	-6%	3.2	-7%	i
O=C(c1ccc(Br)s1)N1CCN(S(=O)(=O)c2ccccc2)CC1
→ -0.3%	6%	0%	-2%	-10%	?	-4.0	-20%	i
COc1ccc(CN(C(C)=O)c2ccccc2C(=O)O)cc1
→ -0.2%	3%	4%	13%	4%	10%	-3.3	8%	i
COc1ccc(NC(=O)CN2CCN(S(=O)(=O)c3ccc(Cl)cc3)CC2)cc1
→ 0.3%	5%	18%	-5%	-22%	-27%	-0.2	3%	i
N#CCCN(Cc1cccnc1)C(=O)c1sc2cc(F)ccc2c1Cl
→ 3.5%	-14%	-2%	-8%	-25%	?	-4.4	.	?
CCOc1ccc(S(=O)(=O)N2CCCC(C(=O)NCc3ccco3)C2)cc1 (stereo not given)
→ 0.1%	-8%	5%	6%	-10%	-20%	-1.1	7%	i
O=C(CSC1=NCCS1)Nc1ccc(S(=O)(=O)N2CCCCCC2)cc1
→ 0.0%	-14%	13%	-27%	15µM*	17%	-1.3	3%	i
CCOc1ccccc1C(=O)NCc1nc2cccnc2n1Cc1ccc(C)cc1
→ ?	-12%	.	8%	.	-34%	.	.	.
COc1ccc(C2NC(=O)N(C)C3=C2C(=O)N(c2cccc(C(=O)O)c2)C3)cc1 (stereo not given)
→ 0.3%	-1%	.	2%	20%	-3%	.	23%	i
O=C(CCc1nnc(C2CCCCC2)o1)NCc1ccc(F)c(F)c1
→ -0.6%	21%	-3%	5%	1%	4%	-0.1	.	i
